Bioassay records (PubChem BioAssay)
M. tuberculosis = growth inhibition of non-replicating M. tuberculosis (AID 488890); Mycobacterium tuberculosis non-replicating, growth inhibition; higher % means a stronger effect; one-dose inhibition, % at 25 µM; IC50 in µM for titrated hits; 0.39% of 320,000 active; in the data active means a potency from the dose series; inconclusive means inhibition mostly from about 82% at the one dose, without a potency; inactive means the rest, 99 in 100 with inhibition below about 76%;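 further: plate controls were DMSO cells for no effect and high antibiotic wells for full effect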
influenza NS1A = NS1A inhibition, H1N1 influenza, cell based functional assay (AID 504329); NS1A functional cell-based assay, percent inhibition; higher % means a stronger effect; 0.3% of 340,000 active; inhibition, % at 12.5 µM; hits with a dose series show IC50 in µM; in the data active means a potency from the dose series; inconclusive means inhibition above about 27% without an active follow-up result; further: strong numbers were not always called active
PhoP GFP inhibition = Inhibition of PhoP regulon, Salmonella typhi GFP reporter cells, confirmation, 4 h (AID 1850). 0.33% of 310,000 active. Salmonella Typhi PhoP-promoter GFP reporter, fluorescence, 4 h; higher % means a stronger effect. one-dose inhibition, % at 50 µM; IC50 in µM for titrated hits; in the data active means a potency from the dose series; inconclusive means inhibition mostly from about 25% at the one dose, without a potency; inactive means the rest, 99 in 100 with inhibition below about 19%;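 further: 0% = induced wells with vehicle and 100% = uninduced wells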
VEEV TC-83 Vero = inhibitors of VEEV TC-83 cytopathic effect, confirmation, Vero cells (AID 588727); Vero cells, VEEV TC-83 cytopathic effect inhibition; higher % means a stronger effect; 0.13% of 350,000 active; one-dose inhibition, % at 20 µM; IC50 in µM for titrated hits; in the data active means a potency from the dose series; inconclusive means inhibition mostly from about 14% at the one dose, without a potency; inactive means the rest, 99 in 100 with inhibition below about 12%; further: strong numbers were not always called active
H37Rv inhibition = M. tuberculosis growth inhibition, HTS (AID 449762) | 0.59% of 330,000 active | one-dose inhibition, % at 25 µM; IC50 in µM for titrated hits | M. tuberculosis H37Rv growth inhibition, 7H9 media; higher % means a stronger effect; in the data active means a potency from the dose series; inconclusive means inhibition above about 70% without an active follow-up result;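 further: bacterial growth assessed after seven days of incubation; strong numbers were not always called active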
VEEV TC-83 Vero 10K pilot screen = further read-out of VEEV TC-83 Vero, marked with its call; inhibition, %; measured here: 10K pilot screen inhibition
* = called active by the depositor; i = inactive; ? = inconclusive; / = not tested or not shown.

SMILES	M. tuberculosis	influenza NS1A	PhoP GFP inhibition	VEEV TC-83 Vero	H37Rv inhibition	others
CC(NC(=O)c1ccc(Br)o1)c1ccccc1 (configuration not stated)	78%	4%	2%	i	-1%
Cc1occc1C(=O)Nc1cccc(Cl)c1Cl	12%	0%	-3%	5.2%	0%
COc1ccc(Cn2c(=O)[nH]c3cc(C(=O)NCCCOC(C)C)ccc3c2=O)cc1	-9%	-7%	3%	1.6%	3%
O=C(c1cccc2ccccc12)C1CCCN(C(=O)C2CCOCC2)C1 (configuration not stated)	4%	-5%	-9%	1.8%	8%
CSc1nc2ccc(NC(=O)c3c(F)cccc3F)cc2s1	45%	0%	-4%	6.6%	6%
Clc1ccccc1Nc1c2c(nc3ncnn13)CCC2	-4%	-1%	0%	0.6%	0%
O=C(CC1C(=O)NCCN1Cc1ccc(F)cc1)NCCCn1cccn1 (configuration not stated)	-6%	3%	-11%	2.4%	-1%
COc1ccc2nc(SC(C)C(=O)NCC(=O)Nc3ccc(F)c(F)c3F)[nH]c2c1 (configuration not stated)	/	-9%	/	2.4%	/
CCOC(=O)c1cnc2cc(-c3ccc(C(C)(C)C)cc3)nn2c1N	3%	-3%	-16%	i	50%	VEEV TC-83 Vero 10K pilot screen=1.4
Cc1cc(C)c(NC(=O)CSc2nc(=O)n(CCN3CCOCC3)c3c2CCCC3)c(C)c1	-7%	-2%	2%	0.7%	-8%
COc1ccc(OC)c(C(=O)c2ccc(C(=O)c3cc(OC)ccc3OC)cc2)c1	-7%	10%	0%	0.0%	6%
COc1ccc(OC)c(C2=NS(=O)(=O)N(C)C(C(=O)NCc3cccs3)=C2)c1	11%	-9%	8%	0.8%	3%
CCCOc1ccc(N2C(=O)CC(N(CCc3ccc(OC)cc3)C(=O)c3ccccc3)C2=O)cc1 (configuration not stated)	4%	-24%	-2%	0.5%	0%
CCOC(=O)c1cc(-c2nnc(-c3cc(OC)c(OC)c(OC)c3)o2)c(C)nc1C	-7%	-8%	0%	11%	-3%
C=C(C)C(=O)NNc1ccccc1	55%	-3%	1%	0.7%	?

A portion of the results above, as a working copy:
SMILES	M. tuberculosis	influenza NS1A	PhoP GFP inhibition	VEEV TC-83 Vero	H37Rv inhibition	others
CC(NC(=O)c1ccc(Br)o1)c1ccccc1 (configuration not stated)	78%	4%	2%	i	-1%
Cc1occc1C(=O)Nc1cccc(Cl)c1Cl	12%	0%	-3%	5.2%	0%

The list continues:
SMILES	M. tuberculosis	influenza NS1A	PhoP GFP inhibition	VEEV TC-83 Vero	H37Rv inhibition	others
COc1ccccc1N1CCN(C(=O)c2c(-c3ccccc3Cl)noc2C)CC1	7%	3%	1%	4.5%	-5%
CCN(CC)c1ccc(S(=O)(=O)N2CCOCC2)cc1NC(=O)CN1CCc2ccccc2C1	71%	11%	0%	i	-3%
CCOC(=O)C1(Cc2cccc(F)c2)CCN(CC2CC2)CC1	12%	-3%	-50%	0.7%	3%
O=C(Nc1ccccc1N1CCCCC1)c1ncoc1-c1cccc(F)c1	-7%	5%	12%	3.0%	5%
CC(=O)N(Cc1ccc(F)cc1)c1cccc(C)c1C	8%	5%	1%	i	9%
O=S(=O)(c1ccccc1)[C@@]1(c2ccc(Br)cc2)C[C@@H]2ON=C(c3ccccc3)[C@@H]2C1	31%	-5%	-3%	i	5%
C/C(=N/NS(=O)(=O)c1cccc([N+](=O)[O-])c1)c1c[nH]c2ccccc12	-4%	-8%	2%	2.8%	3%
CCC(=O)NNc1nc2c(Cl)cccc2s1	5%	-1%	-2%	0.3%	-3%
O=C(CNC(=O)c1nc[nH]c1C(=O)NCc1ccccc1)OCc1ccccc1	40%	-10%	4%	1.7%	-1%
O=C(N/N=C/c1ccc(OC2CSC2)cc1)c1ccc(CN2CCOCC2)cc1	-1%	-5%	-1%	1.1%	57%
CCc1cccc(Nc2cc(C)nc3nc(C)nn23)c1	1%	-3%	-7%	i	0%
c1ccc(Cn2ncc3ccccc32)cc1	21%	-1%	0%	0.9%	12%
Cc1ccc(CCNC(=O)C2CCN(S(=O)(=O)c3ccc4c(c3)CCC(=O)N4)CC2)cc1	12%	-3%	-12%	0.6%	6%
Cc1ccc(OCC(=O)NCC2CCCO2)c(C)c1 (configuration not stated)	18%	0%	-1%	i	-2%
Cc1ccc(Cn2ncc3c(NCCN(C)C)ncnc32)cc1	-12%	-2%	7%	0.4%	-3%
Cc1nc(NC(=S)NC(=O)c2ccccc2)sc1C(=O)N(C)C	5%	3%	4%	1.8%	4%
O=C(Nc1cccc(C(=O)O)c1)/C(=C\c1ccc2c(c1)OCO2)NC(=O)c1ccccc1Cl	23%	-7%	-3%	1.4%	3%
CCN(CC)c1ccc(C(=O)OCC(=O)Nc2sccc2C#N)cc1	9%	-7%	-1%	6.0%	-3%
O=C(c1cc(NC(=O)C23CC4CC(CC(C4)C2)C3)cc(NC(=O)C23CC4CC(CC(C4)C2)C3)c1)N1CCCCC1	37%	/	-5%	/	10%
Cc1ccccc1NC(=O)c1cc(S(=O)(=O)N2CCCCC2)cs1	-2%	-2%	-2%	0.3%	-1%
Cn1nc(C(F)(F)F)c(-c2cccc(C(F)(F)F)c2)c1NC(=O)c1cccnc1	5%	/	4%	4.9%	5%
CC(Oc1ccccc1)C(=O)N1CCN(C(=O)C(C)Oc2ccccc2)CC1 (configuration not stated)	-14%	-14%	-6%	3.9%	-3%
O=C(COC(=O)c1cc(Cl)ccc1O)Nc1ccc2c(c1)OCCO2	/	-14%	/	1.3%	-2%
CN1c2ccccc2Oc2ccccc21	-13%	-1%	-10%	0.4%	5%
CC(=O)c1cccc(S(=O)(=O)NCCC(=O)Nc2ccc(S(N)(=O)=O)cc2)c1	-7%	5%	2%	2.6%	-6%
O=C(O)/C=C/c1cnc2ccccc2n1	-22%	4%	-6%	0.1%	-4%
O=C(NCC(=O)N(c1ccc(F)cc1)C(C(=O)NC1CCCC1)c1ccncc1)c1ccco1 (configuration not stated)	3%	-9%	4%	i	0%
Cc1cccc(CNC(=O)CC2C(=O)NCCN2C2CCCC2)c1 (configuration not stated)	9%	17%	-16%	i	-5%
CCOC(=O)c1c(-n2c(C)cc(/C=C3\C(=O)NC(=O)N(C)C3=O)c2C)sc2c1CCCC2	37%	9%	-8%	3.9%	4%
O=c1[nH]c(=O)n(-c2ccc(Br)cc2)c(O)c1C=NCCN1CCCCC1	1%	-15%	0%	i	0%

Six compounds picked at random from those above, as already listed:
SMILES	M. tuberculosis	influenza NS1A	PhoP GFP inhibition	VEEV TC-83 Vero	H37Rv inhibition	others
CCOC(=O)c1c(-n2c(C)cc(/C=C3\C(=O)NC(=O)N(C)C3=O)c2C)sc2c1CCCC2	37%	9%	-8%	3.9%	4%
O=C(NCC(=O)N(c1ccc(F)cc1)C(C(=O)NC1CCCC1)c1ccncc1)c1ccco1 (configuration not stated)	3%	-9%	4%	i	0%
O=C(O)/C=C/c1cnc2ccccc2n1	-22%	4%	-6%	0.1%	-4%
Cc1nc(NC(=S)NC(=O)c2ccccc2)sc1C(=O)N(C)C	5%	3%	4%	1.8%	4%
CN1c2ccccc2Oc2ccccc21	-13%	-1%	-10%	0.4%	5%
O=C(c1cc(NC(=O)C23CC4CC(CC(C4)C2)C3)cc(NC(=O)C23CC4CC(CC(C4)C2)C3)c1)N1CCCCC1	37%	/	-5%	/	10%

Later entries.
SMILES	M. tuberculosis	influenza NS1A	PhoP GFP inhibition	VEEV TC-83 Vero	H37Rv inhibition	others
CCC(C)C(NC(N)=O)C(=O)Nc1ccc(S(=O)(=O)Nc2ccc(OC)cc2)cc1 (configuration not stated)	-6%	-14%	11%	0.2%	-5%
CCOc1ccc(S(=O)(=O)Nc2ccc(C(=O)NCC(C)(C)N3CCOCC3)cc2)cc1	8%	-10%	-1%	?	-1%
COc1ccc(N2CCN(CNC(=O)c3ccccc3)CC2)cc1	-10%	0%	-4%	0.8%	-8%
COc1ccc(NC(=O)CSc2nnc(C)n2N)cc1S(=O)(=O)N1CCCCC1	6%	-11%	/	3.2%	2%
CC(C)n1cc(CN2CCN(CCc3ccccc3)C(CCO)C2)cn1 (configuration not stated)	9%	0%	1%	0.2%	2%
COc1ccc(NC(=O)C2Cc3ccccc3O/C2=N\O)cc1 (configuration not stated)	0%	-31%	1%	0.5%	-6%
CCCc1nc2ccccc2c(C(=O)OCC(=O)NCc2ccc3c(c2)OCO3)c1CC	3%	-5%	-11%	0.5%	-6%
Cc1nnc(C)n1/N=C/c1cc(Br)ccc1O	-19%	-5%	8%	0.3%	-5%
O=C(c1ccc(-c2cccc(C(F)(F)F)c2)o1)N1CCCCCCC1	43%	-5%	6%	4.5%	5%
Cc1ccc(CNC(=O)CCNC(=O)c2ccc([N+](=O)[O-])cc2)cc1	32%	-8%	/	2.5%	-1%
Cc1ccc(S(=O)(=O)N=Nc2c(O)[nH]c3ccccc23)cc1C	-3%	-2%	-6%	0.7%	-4%
COc1cccc2cc(C(=O)N(C)C)c(=O)oc12	0%	2%	11%	1.1%	-8%
C[C@H](CO)N1C[C@H](C)[C@@H](CN(C)S(=O)(=O)c2ccc(F)cc2)Oc2c(NS(=O)(=O)c3ccccc3)cccc2C1=O	18%	-4%	/	1.3%	0%
CC(C)(C)c1ccc(OCCCC(=O)Nc2ccc(S(N)(=O)=O)cc2)cc1	58%	-1%	-6%	0.6%	7%
CCCCCCCNC(=O)C1(CC2CC(c3ccc(Cl)cc3)=NO2)CCN(C(=O)OC(C)(C)C)CC1 (configuration not stated)	29%	-1%	-9%	i	2%
COc1ccc(O)c(CN2CCCC(N3CCc4ccccc4C3)C2)c1 (configuration not stated)	10%	-64%	2%	i	-3%
CCOc1cc(C2CC(=O)Nc3cc(C)c(C)cc32)ccc1O (configuration not stated)	1%	-19%	-4%	0.5%	-4%
Cc1ccc(CSc2ncnc3onc(C)c23)cc1	35%	-11%	0%	2.7%	-9%
O=[N+]([O-])c1cc(CN2CCN(c3ccccc3)CC2)c(O)c2ncccc12	?	3.4µM*	5%	i	57%
CCOc1cc(N2CCOCC2)c(OCC)cc1NC(=O)COC(=O)CCOc1ccc(C)cc1	58%	-19%	7%	1.2%	17%
COC(=O)C1=NNCC12CC(=O)N(c1ccc(Br)cc1)C2=O (configuration not stated)	-10%	5%	-7%	0.8%	-7%
CC(C)c1ccc(NC(=O)CSc2ncccc2C(=O)Oc2cccc([N+](=O)[O-])c2)cc1	-20%	-1%	-8%	i	-7%
C/C(=N/OCO/N=C(\C)c1ccccc1)c1ccccc1	11%	28%	-5%	>25µM*	3%
N/C(=N\OC(=O)Cc1ccc([N+](=O)[O-])cc1)c1cccc(Br)c1	20%	-5%	-1%	1.2%	1%
O=C(CCN1C(=O)/C(=C/c2ccc(Cl)cc2)SC1=S)NC1C=CS(=O)(=O)C1 (configuration not stated)	-6%	-15%	5%	2.0%	-2%
O=C(N[C@@H]1c2ccccc2CC[C@@H]1OCc1ccccc1)c1ccc(-c2ccccc2)cc1	/	-3%	/	0.9%	/
CCOc1cc(C(=O)NC2CCCCCCC2)cc(OCC)c1OCC	-2%	11%	-1%	1.6%	-3%
COc1cccc(-n2c(O)c(C=NCc3ccc4c(c3)OCO4)c(=O)[nH]c2=O)c1	0%	-4%	-10%	3.9%	-8%
CCCCCCc1nnc(NC(=O)c2ccco2)s1	53%	-4%	-4%	0.9%	-3%
O=C1CCC(=O)N1CCC(c1ccc(F)cc1)c1ccco1 (configuration not stated)	12%	34%	-12%	0.7%	3%
CCOC(=O)c1ccc(N2C(=O)CC(N3CCN(C(=O)c4ccccc4)CC3)C2=O)cc1 (configuration not stated)	2%	-17%	-2%	0.6%	-6%
CCC(C)(C)NC(=O)C(OC(=O)c1ccco1)c1ccccc1OC (configuration not stated)	4%	11%	-5%	4.0%	-9%
Cc1ccc(NC(=O)CCN2C(=O)CSC2=O)cc1	-8%	-13%	2%	4.7%	1%
CCCCc1ccc(NC(=O)CSc2nc(=O)n(CCN3CCOCC3)c3c2CCC3)cc1	43%	-12%	-2%	4.1%	2%
Cc1ccc(NS(=O)(=O)c2ccc3c(c2)oc(=O)n3C)cc1	21%	-2%	-4%	0.5%	8%
COc1ccc(OC)c(CC(NC(C)=O)C(=O)NC2CCN(c3nnnn3-c3ccccc3)CC2)c1 (configuration not stated)	-8%	/	4%	/	-10%
C=CCn1c(CSCc2ccc(Cl)cc2Cl)nnc1SCC(=O)Nc1ccc(C(=O)O)cc1	-14%	1%	-2%	0.4%	-4%
O=C(Nn1cnnc1)c1csc2ccccc12	-13%	-5%	0%	i	1%	VEEV TC-83 Vero 10K pilot screen=0.2
O=C(CNC(=O)Cn1cnc2sc3c(c2c1=O)CCCC3)NCc1ccccn1	0%	6%	4%	i	5%
